Assay outcomes: PubChem BioAssay, several laboratories
IDE inh: inhibits human insulin-degrading enzyme in HEK cells | 0.41% of 320,000 active | FAbetaB cleavage, fluorescence polarization | inhibition, % at 5.59 µM;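 active = percent inhibition above the average of all tested compounds plus 3 SD, set per screening campaign, cut at about 16% in these data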;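 also: IDE supplied by intact live HEK cells; FP after avidin binding of uncleaved biotin substrate so inhibition keeps polarization high; 0% = DMSO wells and 100% = 60 µM reference IDE inhibitor Ii1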
Target sequence (P14735 whole entry, looked up): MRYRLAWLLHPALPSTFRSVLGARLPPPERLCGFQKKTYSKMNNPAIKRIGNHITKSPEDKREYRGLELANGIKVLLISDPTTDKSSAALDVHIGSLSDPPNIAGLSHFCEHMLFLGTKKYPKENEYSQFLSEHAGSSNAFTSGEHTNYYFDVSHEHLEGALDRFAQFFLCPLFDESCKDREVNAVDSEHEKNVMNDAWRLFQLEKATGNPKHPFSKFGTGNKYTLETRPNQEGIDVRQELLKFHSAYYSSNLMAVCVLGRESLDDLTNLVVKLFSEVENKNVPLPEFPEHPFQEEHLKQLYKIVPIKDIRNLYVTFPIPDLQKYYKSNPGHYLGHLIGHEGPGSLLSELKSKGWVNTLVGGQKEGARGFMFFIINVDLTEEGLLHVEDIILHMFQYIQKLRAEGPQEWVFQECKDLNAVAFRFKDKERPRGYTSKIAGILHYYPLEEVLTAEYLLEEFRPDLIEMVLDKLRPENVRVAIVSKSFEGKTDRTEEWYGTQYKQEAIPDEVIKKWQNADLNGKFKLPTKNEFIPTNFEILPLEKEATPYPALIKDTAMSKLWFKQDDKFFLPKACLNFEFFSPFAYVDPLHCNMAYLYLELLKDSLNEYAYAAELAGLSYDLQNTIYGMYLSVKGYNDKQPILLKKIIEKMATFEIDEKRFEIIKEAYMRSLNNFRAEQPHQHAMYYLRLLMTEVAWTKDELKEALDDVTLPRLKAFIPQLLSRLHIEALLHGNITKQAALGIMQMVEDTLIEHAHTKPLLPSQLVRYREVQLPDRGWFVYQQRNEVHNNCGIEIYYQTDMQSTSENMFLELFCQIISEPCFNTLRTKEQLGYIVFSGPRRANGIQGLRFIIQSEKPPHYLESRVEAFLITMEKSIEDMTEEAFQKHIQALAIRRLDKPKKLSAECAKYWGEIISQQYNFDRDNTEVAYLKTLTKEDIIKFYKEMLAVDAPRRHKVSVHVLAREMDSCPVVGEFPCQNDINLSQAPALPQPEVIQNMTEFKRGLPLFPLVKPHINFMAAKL
CHRM4 antagonist: blocks acetylcholine activation of human M4 receptor; CHO-hM4 cells, ACh EC80, Fluo-8 calcium fluorescence; P08173; 0.73% of 360,000 active; inhibition, % at 3 µM; AID 624125;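 active = inhibition above its plate's cutoff, the mean inhibition of sample wells plus 3 SD, cut at about 27% in these data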;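 also: 0% = acetylcholine EC80 with DMSO and 100% = DMSO without agonist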
M5 PAM: CHRM5 positive allosteric modulation; P08912; CHO-K1 hM5, Fluo-8 calcium, ACh EC20 PAM; 0% = ACh EC20, 100% = ACh EC100; activation, % at 3 µM; 0.3% of 360,000 active; AID 624038;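 active = activation above the run cutoff, the mean activation of all test compounds plus 3 SD, cut at about 18% in these data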
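Assay system: CHO-K1 hM5 cells / Incubation: Fluo-8 loading 80 min at 37 °C plus 30 min room temperature / Technique: Fluo-8 calcium dye fluorescence, kinetic read / Repeats: single replicate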
M4 ag: CHRM4 agonism in calcium assay | P08173 | CHO-K1 hM4/Gqi5, Fluo-8 calcium fluorescence; vehicle 0%, full acetylcholine response 100% | activation, % at 3 µM | 0.14% of 360,000 active | AID 624127;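 active = activation above the run mean over all test wells plus 3 SD, cut at about 32% in these data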;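 also: peak over basal fluorescence ratio per well then scaled between controls; 0% = DMSO wells and 100% = acetylcholine at EC100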
CHRM5 agonist: agonists of human muscarinic M5 receptor (CHRM5); P08912; CHO-K1 hM5 cells, Fluo-8 calcium fluorescence; 0% DMSO wells, 100% maximal acetylcholine response; activation, % at 3 µM; 0.19% of 360,000 active; AID 624037;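 active = activation above the run's mean over test compounds plus 3 SD, cut at about 23% in these data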;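 also: signal is peak over basal fluorescence ratio across the kinetic read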
CHRM4 PAM: CHRM4 positive allosteric modulation. CHO-K1 hM4/Gqi5, Fluo-8 calcium fluorescence, ACh EC20; 0% = ACh EC20, 100% = maximal ACh. activation, % at 3 µM. 0.4% of 360,000 active. AID 624126;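 active = activation above its plate's cutoff, the mean activation of sample wells plus 3 SD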; also: some results filed as inactive read as strong as hits
CHRM5 antagonist: antagonists of human muscarinic M5 receptor (CHRM5); inhibition, % at 3 µM; 0.59% of 360,000 active; P08912; CHO-hM5 cells, Fluo-8 calcium fluorescence, ACh EC80;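 active = inhibition above a per-plate cutoff, the mean of that plate's test compounds plus 3 SD, cut at about 27% in these data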;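 also: 0% = acetylcholine EC80 with DMSO and 100% = DMSO without agonist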
CRFR2-BP antag: blocks CRF-induced signaling of the CRF-BP/CRF-R2 complex. AID 588475. HEK293 CRF-R2/CRF-BP, CRF-induced calcium fluorescence. 0.59% of 350,000 active. inhibition, % at 11.8 µM;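 active = inhibition of the ligand-induced calcium signal above about 50% at the single tested concentration, limit read from the data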
CRFBP-R2 agonist: CRF-BP/CRF-R2 complex agonism; HEK293 CRF-R2/CRF-BP, calcium dye fluorescence (FLIPR); percent of saturating CRF peptide response; activation, % at 13.2 µM; 0.46% of 350,000 active; AID 588473;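 active = activation of at least 50%, plus an integration ratio under a set limit after plate pattern correction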;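 also: plate controls were neutral control wells without compound for no effect and CRF at EC100 for full effect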
* marks the source's active call; other numbers are inactive results; . = no result given; & = joins results of further samples.

Molecule,M5 PAM,CRFR2-BP antag,CHRM4 PAM,CHRM4 antagonist,CHRM5 agonist,IDE inh,CRFBP-R2 agonist,CHRM5 antagonist,M4 ag
COc1ccccc1-n1c(=O)c(C#N)c(-c2ccc([N+](=O)[O-])cc2)c2cc(C(=O)c3ccccc3O)cnc21,4,15,4,4,-1,2,-2.4,4,1
Cc1nn(C(=O)c2cc([N+](=O)[O-])ccc2Cl)c(C)c1Br,-15,12,-6,10,2,-4,1.1,17,20
Cc1[nH]nc(SCC(=O)NC2CCCC2)c1[N+](=O)[O-],-8,-1,-17,7,-2,-2,1.4,20,0
CSCCC(NC(=O)c1ccc(=O)n(C)n1)c1nc2ccccc2[nH]1 (stereo not given),-1,0,2,-4,-2,-4,0.3,5,1
COc1ccc(NC(=O)COC(=O)CNS(=O)(=O)c2ccccc2)cc1OC,9,1,7,-3,1,5,-0.1,7,1
Cc1cccc(NC(=O)CSc2nc(-c3ccccc3)c(C#N)c(=O)[nH]2)c1C,5,5,3,2,-1,-1,-5.0,4,0
Cn1c(CNC(=O)c2ccc(F)cc2)cc2ccccc21,6,-10,-5,7,3,-11,-1.7,-3,1
O=C(CSc1nnc(-c2ccncc2)o1)c1cccc([N+](=O)[O-])c1,1,0,-6,1,-4,-1,-3.4,12,3
Cc1nc2scc(-c3cccs3)c2c(=O)o1,2,7,14,0,-2,0,1.1,-2,0
COc1ccc(S(=O)(=O)N2CCN(C(=O)c3c(-c4ccccc4)noc3C)CC2)cc1,-1,-6,-2,9,-3,1,-1.2,1,2
CCCn1c(-c2cccc([N+](=O)[O-])c2)nc2c1c(=O)[nH]c(=O)n2Cc1ccccc1,-1,-17,1,4,2,1,-3.0,6,0
CC(NC(=O)c1ccc(NC(=O)c2ccco2)cc1)c1ccccc1 (stereo not given),0,6,1,-2,-2,1,-1.7,-18,1
COc1cc2nc(Cl)nc(NCCO)c2cc1OC,9,8,3,-33,-4,5,-2.4,-6,2
Cc1ccc(S(=O)(=O)N(C)CC(=O)OCC(=O)Nc2ccccc2)cc1,6,5,10,-2,2,2,-4.4,2,4
COc1ccccc1C(=O)NCC1(c2ccccc2)CCCC1,-7,12,-8,-10,-17,5,-1.8,6,-1
Cc1scc(C(=O)N/N=C/c2ccc(OCC(C)C)cc2)c1C,-12,15,1,-9,-9,5,-0.2,3,4
C[C@@H](c1ccccc1)N1C[C@@H](COCc2ccccc2)Oc2cc(N3CC[C@H](O)C3)ccc2S1(=O)=O,-5,.,-5,6,-1,.,.,8,0
CC(C)C(C(=O)NCc1ccco1)N(C(=O)CNS(=O)(=O)c1ccccc1)c1ccccc1 (stereo not given),-5,-1,4,-3,-2,3,0.8,-8,2
O=C(/C=C/c1ccccc1[N+](=O)[O-])NCCc1ccc(F)cc1,2,-12,-2,1,-2,-2,0.5,-6,3
COc1cc(NC(=O)Nc2ccc(Cl)c(Cl)c2)c(C(=O)O)cc1OC,8,6,1,8,-1,1,-0.1,3,0
O=C1CC(c2nc3ccccc3[nH]2)CN1c1ccccc1F (stereo not given),-14,8,-14,78*,-1,3,-8.2,-2,2
O=C(COC(=O)c1c2c(nc3ccccc13)/C(=C/c1cccc([N+](=O)[O-])c1)CCC2)NC1CCS(=O)(=O)C1 (stereo not given),-5,-2,-7,13,2,5,2.5,10,8
Cc1cc(NC(=O)CSc2nccn2-c2cccc(Cl)c2)no1,5,14,2,9,0,-3,-0.9,-6,-1
CC(CN1CCN(C)CC1)OC(=O)c1cccc(Cl)c1 (stereo not given),-5,-17,-10,3,-20,-2,1.7,5,0
O=C(CC1CCCCC1)NCc1ccccc1,2,2,-5,-3,-3,-4,0.0,9,0
Fc1ccccc1CSc1ncnc2c1ncn2C1CCCO1 (stereo not given),-3,2,3,-8,1,.,-0.6,8,4
O=C(/C=C/c1ccco1)Nc1ccc(S(=O)(=O)N2CCOCC2)cc1,0,-26,8,0,-2,-2,-0.4,0,2
COc1ccc(C2=CC(c3cccc(OC)c3)n3nnnc3N2)cc1 (stereo not given),7,-15,10,-3,-1,1,70*,-7,0
c1ccc2c(c1)nc(NCCN1CCOCC1)c1nncn12,0,8,8,-11,0,0,-0.2,0,1
CC(=O)NNc1ncnc2c1cnn2-c1ccc(C)c(C)c1,-4,10,-4,-1,1,1,-1.3,20,0
CCOc1ccc(C2/C(=C(\O)c3ccc4c(c3)OCCO4)C(=O)C(=O)N2Cc2cccnc2)cc1OCC (stereo not given),-7,-15,0,7,-3,-3,3.3,22,0
CC(=O)C12CCCCC1CC1[C@@H]3CC(C)C4=CC(=O)CC[C@]4(C)C3CC[C@@]12C (stereo not given in full),-1,0,-3,-7,0,.,1.6,6,1
CN(Cc1cccc(Cl)c1Cl)C(=O)c1ccccc1SCC(=O)N1CCCC1,-18,3,-12,-12,1,.,0.2,9,16
O=C(N=C1SC2CS(=O)(=O)CC2N1c1ccccc1)C1CCCCC1 (stereo not given),7,-4,-5,-1,-1,1,-0.5,-2,-1
Cc1ccc(NC(=O)CN(C)C(=O)C2CSC3(C)CCC(=O)N23)cc1 (stereo not given),-3,-13,3,-15,0,.,0.0,9,1
COc1ccc(-c2noc(CCC(=O)N3CCN(c4cccc(C)c4C)CC3)n2)cc1,-1,-6,-2,-1,-2,.,-3.0,-2,0
COC(=O)CS(=O)(=O)c1cc(Br)cc2c1N(C(C)=O)CC2,0,8,7,-7,0,-1,0.5,4,0
Cc1ccc(OCCNc2cc(N3CCN(CCO)CC3)ccc2[N+](=O)[O-])cc1C,-1,-33,-2,2,4,-7,3.3,0,19
O=C1C(Cl)=C(NC2CCCCC2)C(=O)N1Cc1ccccc1,4,-5,-2,-4,0,0,-0.2,3,0
COc1ccc(CN2CCN(S(=O)(=O)c3ccccc3)CC2)c(OC)c1OC,5,1,6,-3,0,8,-0.9,-4,1
O=C(N=C1SCC(=O)N1c1ccccc1Cl)c1ccco1,1,3,1,2,1,10,-0.7,1,2
c1csc(CN2CCOCC2)c1,0,-4,7,-6,2,1,-1.0,-4,0
O=[N+]([O-])c1ccc(CN2[C@H](COCc3ccccc3)[C@@H](N3CCCC3)CS2(=O)=O)cc1,-7,.,-7,-9,1,.,.,6,2
CCCCCCSc1cccc(-c2nc3ccc(Cl)cn3c2NCc2ccccc2)c1,9&-5,-13,13&10,-2&-9,0&0,6,4.0,4&-3,1&0
CS(=O)(=O)N(CC(=O)N1CCOCC1)c1ccc2c3c(cccc13)CC2,8,9,5,6,-3,5,0.2,-7,2
CCN(CC)S(=O)(=O)c1cc(C(=O)O)c(Cl)cc1Cl,1,-6,1,4,-4,-4,-1.1,4,0
NS(=O)(=O)c1ccc(NN=C2CCN(Cc3ccccc3)CC2)c([N+](=O)[O-])c1,-6,5,1,-1,6,-1,0.1,3,1
Cc1ccc(Cl)cc1-c1cc(C(=O)NCc2ccccc2)[nH]n1,-4,.,-3,3,1,.,.,-1,4
Cc1ccc(S(=O)(=O)NCCC(=O)Nc2ccc(C)c(Cl)c2)cc1C,-3,-25,-4,-1,-3,0,-3.9,-2,2
CC(C)OC(=O)c1ccc(NC(=O)Cn2c(-c3nonc3N)nc3ccccc32)cc1,2,-22,-1,0,-7,3,1.9,2,1
CCC(Oc1ccccc1)C(=O)N1CC(C)CC(C)C1 (stereo not given),-5,-5,8,8,-1,2,1.2,8,-1
Cc1ccc(S(=O)(=O)NCc2ccc(N3CCN(C(=O)OC(C)(C)C)CC3)cc2)cc1,-3,-4,-3,2,0,10,-0.1,19,2
CCOC(=O)c1[nH]c(C)c(C(=O)NC2CCN(C(=O)OCC)CC2)c1C,7,-13,-1,3,-4,1,-1.0,-3,0
O=C(c1oc2ccccc2c1N1CCCCC1)N1CCCCC1,3,-14,2,2,-4,-1,-0.4,-5,-2
Cc1ccc(NC(=O)CSCC(=O)Nc2ccccc2N2CCCC2)cc1,4,4,2,-17,-5,-7,-1.1,-3,2
CN(C(=O)c1cccc(NC(=O)Cc2ccc(NC(=O)C3CCN(S(=O)(=O)c4cccc([N+](=O)[O-])c4)CC3)cc2)c1)C1CCC1,3,-1,15,-8,3,.,-0.6,-9,-1
Cc1cc(Nc2cccc(F)c2)nc(N2CCOCC2)n1,5,-30,4,-19,-3,1,3.5,-2,1
O=C(CCC1CCCCC1)NCCN1CCOCC1,0,8,-7,-2,2,2,5.0,-4,1
CN(c1ccc(C(=O)NCC2CCCO2)cc1)S(C)(=O)=O (stereo not given),3,2,9,-4,0,-3,0.8,-8,1
Cc1ccc(-n2c(C)cc(C(=O)OCC(=O)N(C)C3CCS(=O)(=O)C3)c2C)cc1 (stereo not given),3,-6,13,-2,2,-2,-1.0,-10,0

At a glance, three of the compounds above.
Molecule,M5 PAM,CRFR2-BP antag,CHRM4 PAM,CHRM4 antagonist,CHRM5 agonist,IDE inh,CRFBP-R2 agonist,CHRM5 antagonist,M4 ag
Cc1ccc(S(=O)(=O)NCCC(=O)Nc2ccc(C)c(Cl)c2)cc1C,-3,-25,-4,-1,-3,0,-3.9,-2,2
CC(C)OC(=O)c1ccc(NC(=O)Cn2c(-c3nonc3N)nc3ccccc32)cc1,2,-22,-1,0,-7,3,1.9,2,1
CCC(Oc1ccccc1)C(=O)N1CC(C)CC(C)C1 (stereo not given),-5,-5,8,8,-1,2,1.2,8,-1

(cont.)
Molecule,M5 PAM,CRFR2-BP antag,CHRM4 PAM,CHRM4 antagonist,CHRM5 agonist,IDE inh,CRFBP-R2 agonist,CHRM5 antagonist,M4 ag
O=C(Cc1cccs1)NCCc1ccc(Cl)cc1,-6,-1,-2,-1,-3,0,-1.4,12,0
CC(C)(C)NC(=O)C(=O)NCc1ccccn1,-12,0,-5,3,-2,1,0.8,-5,1
CC(C)CCNC(=O)C1CCN(Cc2cccc(OCc3ccccc3)c2)CC1,-4,-18,-12,-5,-8,0,-0.2,6,8
Nn1c(SCC(=O)N2CCOCC2)nnc1C1CC1,0,5,11,-3,-2,1,-3.1,12,2
NNC(=O)CCc1ccc(S(=O)(=O)N2CCOCC2)cc1,-4,-2,-13,4,-6,6,3.4,6,1
CC(=O)c1cc(C#N)c(SCC(=O)OC(C)(C)C)nc1C,-1,-6,0,6,-1,0,1.9,4,1
O=C(CCN1CCCCCC1)Nc1ccc(F)cc1,-7,-8,-6,14,-3,1,4.4,6,2
COc1ccc(S(=O)(=O)Nc2cccc(-c3ccc4nncn4n3)c2)cc1,0,-4,6,-2,5,1,-1.0,-2,8
CCc1cccc(CC)c1NC(=O)C[n+]1cccc(C(N)=O)c1,5,2,7,3,-1,1,-0.5,-6,2
CCCCC12CN3CC(C)(CN(C1)C31C(=O)N(C)c3ccc(C)cc31)C2=O (stereo not given),-8,-2,1,5,-4,-3,3.2,-4,0
O=c1cc(-c2ccccc2)oc2cc(O)cc(O)c12,-4,6,14,-34,2,11,-1.4,-4,8
O=C(CCN=C1NS(=O)(=O)c2ccccc21)OCc1nnc(-c2ccccc2)o1,3,6,1,-17,1,-2,1.2,-4,4
COc1ccc(S(=O)(=O)N2CCC(NC(=O)c3cccc(F)c3)CC2)cc1,-2,-7,-5,-6,-9,3,0.1,12,0
